# Compound activity as filed in PubChem BioAssay.
# Vif imaging: HIV Vif self-association inhibitors, primary screen, imaging, HEK293T, single point | HEK293T cells, Vif self-association by quenched fluorescence, 24 h | inhibition, % at 7.49 µM | 340,000 tested, 0.35% active | AID 602346, 2012; in the data active = inhibition above about 50%, passing the limit was not always enough; inconclusive = no clear call, values can overlap the other calls; inactive = below about 31%; note: some results filed as inactive read as strong as hits
# CaV13 ICDI inh: Disruptors of the CACNA1D IQ motif to Ca2+-dependent inactivation inhibitor domain association, primary screening, Förster resonance energy transfer in intact living …. 340,000 tested, 0.098% active. HEK cells, CFP/YFP FRET ICDI-IQ, plate reader, 10 min; percent FRET-ratio fall versus neutral wells. inhibition, % at 12.3 µM. AID 743397;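 active = mean replicate inhibition of at least 30% and at least 1% of replicates passing that level; inconclusive = only one of the two criteria is met; inactive = neither criterion is met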;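 note: 0% = median of the neutral control wells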
# Glyco luc inh: increase of ERlucT glycosylation luciferase signal, primary screen, N-linked glycosylation inhibitor project, D54 ERlucT cells, luminescence, set 2. D54 ERlucT glycosylation luciferase reporter, 24 h; percent of 100 nM tunicamycin response. reporter increase, % at 12.5 µM. 360,000 tested, 0.23% active;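 active = mean luciferase reporter signal, scaled so untreated is 0 and the glycosylation-blocking control 100, at or above a set limit in every replicate; inconclusive = mean reaches the limit but not every replicate does; inactive = mean below the limit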;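 note: luciferase carries N-glycosylation sites so blocking glycosylation raises the light; 0% = median of neutral control wells and 100% = median of 100 nM tunicamycin wells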
# aDG glyco act: activators of alpha-DG glycosylation, primary screen, uHTS, Pro5-aDG cells, AlphaScreen; alpha-DG glycosylation AlphaScreen (IIH6); 0% Pro5, 100% B10-LARGE cell signal; activation, % at 10 µM; 360,000 tested, 0.22% active; AID 624168, 2012;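 active = activation of at least 8% versus controls, or a plate z-score of at least 8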;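 note: Pro5 are CHO cells carrying HIG-tagged alpha-DG that lacks glycosylation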
# PDI turbidity: inhibitors of human PDI, primary screen, biochemical, turbidity, single point, plate reader; Protein disulfide-isomerase (Homo sapiens), P07237; PDI insulin aggregation turbidity, A650, 90 min; inhibition, % at 10 µM; 350,000 tested, 0.052% active; AID 588391, 2011;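 active = mean inhibition across replicates of 30% or more, whatever share of single replicates reach that level; inconclusive = mean inhibition below 30% while every single replicate reaches 30%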;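 note: absorbance from insulin aggregation driven by PDI reduction with DTT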
# Target sequence (P07237 whole entry, looked up): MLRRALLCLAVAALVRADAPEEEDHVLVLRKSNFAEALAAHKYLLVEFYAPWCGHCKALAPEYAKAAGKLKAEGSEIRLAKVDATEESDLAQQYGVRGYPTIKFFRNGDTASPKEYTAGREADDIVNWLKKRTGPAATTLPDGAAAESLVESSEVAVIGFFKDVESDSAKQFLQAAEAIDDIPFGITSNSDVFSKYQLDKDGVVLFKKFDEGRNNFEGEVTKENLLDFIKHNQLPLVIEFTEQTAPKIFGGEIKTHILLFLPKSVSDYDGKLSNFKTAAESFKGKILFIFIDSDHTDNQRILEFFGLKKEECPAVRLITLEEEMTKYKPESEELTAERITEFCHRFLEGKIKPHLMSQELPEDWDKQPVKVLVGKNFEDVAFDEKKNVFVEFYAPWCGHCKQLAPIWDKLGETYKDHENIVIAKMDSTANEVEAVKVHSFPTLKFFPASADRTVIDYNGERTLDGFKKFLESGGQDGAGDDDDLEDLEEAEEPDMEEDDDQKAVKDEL
# HTR2A ag: mouse Htr2a agonists via beta-arrestin recruitment, primary screen, cell-based, luminescence; 5-hydroxytryptamine receptor 2A (Mus musculus), P35363; CHO-K1 mHTR2A beta-arrestin complementation; percent of 30 µM serotonin response; activation, % at 7.6 µM; 360,000 tested, 0.66% active; AID 624169, 2012;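 active = activation above a run cutoff, the mean activation of all tested compounds plus 3 SD, cut at about 14% in these data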;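 note: 0% = plate median of compound wells and 100% = 30 µM serotonin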
# Target sequence (P35363 whole entry, looked up): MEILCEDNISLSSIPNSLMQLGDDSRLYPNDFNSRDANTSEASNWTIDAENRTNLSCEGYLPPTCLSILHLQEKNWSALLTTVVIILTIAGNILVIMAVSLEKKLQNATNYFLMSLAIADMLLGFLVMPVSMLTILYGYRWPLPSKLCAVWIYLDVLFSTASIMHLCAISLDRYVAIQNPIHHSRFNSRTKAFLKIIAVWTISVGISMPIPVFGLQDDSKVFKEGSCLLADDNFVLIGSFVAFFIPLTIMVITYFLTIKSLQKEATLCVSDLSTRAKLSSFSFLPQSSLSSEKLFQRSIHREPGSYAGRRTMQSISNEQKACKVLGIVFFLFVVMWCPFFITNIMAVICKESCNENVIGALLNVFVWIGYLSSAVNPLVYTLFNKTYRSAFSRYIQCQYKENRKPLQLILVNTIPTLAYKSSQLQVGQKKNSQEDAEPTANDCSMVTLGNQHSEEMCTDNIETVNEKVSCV
# MC4R antag cAMP: MC4R antagonists of cAMP signaling, primary screen, cell-based, TR-FRET, antagonist arm of biased-ligand search. Melanocortin receptor 4 (Homo sapiens), P32245. MC4R-expressing cells, MTII-stimulated cAMP, LANCE TR-FRET. inhibition, % at 6.5 µM. 360,000 tested, 0.48% active. AID 540295, 2011;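 active = inhibition above its plate's cutoff, the mean of tested wells on that plate plus 3 SD, cut at about 29% in these data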;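 note: 0% = Melanotan II alone and 100% = Melanotan II plus saturating MCL0020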
#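 Material: U2OS-MC4R stable cell line | Reagent: Melanotan II challenge after compound preincubation | Doses: One concentration, 6.5 µM nominal | Incubation: 30-min compound preincubation, 1-h Melanotan II challenge, 1-h detection, room temperature | Signal: TR-FRET cAMP assay | Replicates: One well per compound, no replicates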
# Cardio protect: cardioprotection against H2O2-induced cell death, primary screen, uHTS, H9c2 cells, ATPLite luminescence | H9c2 cardiomyocytes, H2O2 injury protection, 2 h | protection from H2O2 cell death, % at 20 µM | 360,000 tested, 0.63% active | AID 588492, 2011;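 active = compounds giving at least 50% protection of heart cells from peroxide-induced death in the single-dose screen, raw or plate-pattern-corrected value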;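 note: 0% = DMSO wells with peroxide and 100% = DMSO wells without peroxide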
# ABCB6 inh 2: ABCB6 transporter inhibitors, primary screen, K562-ABCB6 cells, flow cytometry, MLPCN library; fluorescence ratio to DMSO, % at 10 µM; K562-ABCB6 porphyrin accumulation, 1 h; active compounds read low; 360,000 tested, 0.19% active; AID 602162, 2011; ATP-binding cassette sub-family B member 6 (Homo sapiens), Q9NP58;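 active = fluorescence ratio to DMSO below 75%, the collection mean minus 3 SD; inconclusive = too few cells collected in the well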;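 note: signal is porphyrin accumulated inside mitochondria; 100% equals median channel fluorescence of DMSO control wells; lower ratio means ABCB6 inhibition with less porphyrin fluorescence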
# MC4R barr agon: MC4R agonists recruiting beta-arrestin, primary screen, cell-based, luminescence, agonist arm of biased-ligand search | U2OS MC4R beta-arrestin complementation; percent of melanotan II response, DMSO zero | activation, % at 8.9 µM | 360,000 tested, 0.98% active | AID 540308, 2011;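 active = activation above a per-plate cutoff, the mean activation of sample wells on that plate plus 3 SD, cut at about 8% in these data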
# * = called active by the depositor; ? = inconclusive; / = no result given.
SMILES,Vif imaging,CaV13 ICDI inh,Glyco luc inh,aDG glyco act,PDI turbidity,HTR2A ag,MC4R antag cAMP,Cardio protect,ABCB6 inh 2,MC4R barr agon
COc1ccccc1CNC(=O)c1ccccc1N,2,-8,3,-0.2,-4,0,1,1,98,-0.4
Cc1cccc(NC(=O)CSc2nnc(Cc3ccccc3)o2)c1,2,-4,1,-0.3,0,1,-1,-2,102,0.3
O=C(NC1CC1)c1[nH]c(C(F)(F)F)nc1-c1ccccc1,2,-4,1,0.2,/,-6,/,6,101,/
COc1ccccc1NC(=O)C/C(N)=N/O,/,0,1,-0.2,3,0,1,1,96,-2.1
CC(=O)c1sc(NC(=O)c2ccc(C(C)(C)C)cc2)nc1C,-4,-1,-11,0.0,0,0,6,-17,92,-1.7
COc1ccc(NS(=O)(=O)c2ccc(C)c(C(=O)NCC(c3cccs3)N3CCOCC3)c2)cc1 (stereo not drawn),-8,-6,2,0.1,-3,-3,1,-1,100,-0.1
COc1ccc(NC(=O)C2CCCN(c3nc(C)cc(C)n3)C2)cc1 (stereo not drawn),-1,0,2,0.3,4,4,4,2,95,-1.8
CCCOc1ccc(-c2nc3c(c(=O)[nH]c(=O)n3Cc3ccccc3)n2CCO)cc1OCC,-2,-5,2,-0.2,-1,1,10,2,99,1.0
COc1cccc(C2c3cc4c(cc3OC(C)(N3CCCC3)C2C)OCO4)c1O (stereo not drawn),-12,-10,6,0.1,2,0,-7,4,100,-0.6
COc1cc(C(=O)NC(C)CCc2ccccc2)cc(OC)c1OC (stereo not drawn),-2,-20,1,0.0,-13,-1,0,-3,92,0.0
Cc1ccc(S(=O)(=O)N2CCCCC2)cc1NC(=O)C1CCC1,-2,-2,2,0.1,3,-6,-1,1,96,0.6
COc1ccc(C(C)=O)cc1COc1cccc2cccnc12,1,-20,3,0.0,0,-2,3,5,97,-0.9
Fc1cccc(CNCc2ccc3c(c2)OCO3)c1,21,-1,-1,-0.1,9,-3,-8,-2,96,-0.3
CCCNC(=O)C1(C)CCN(C(=O)c2ccc(OC)cc2OC)C1 (stereo not drawn),/,-5,-5,-0.3,2,2,8,-1,94,0.3
COc1ccccc1N(C)S(=O)(=O)c1ccc(C(=O)OCC(=O)NCc2cccs2)cc1,-8,-10,2,0.1,1,-5,14,5,96,0.8
CC1(c2ccccc2)NC(=O)N(CC(=O)Nc2ccc3c(c2)OCO3)C1=O (stereo not drawn),2,-3,-1,0.1,0,3,0,-5,85,-1.2
O=C(COc1cc(O)c2c(=O)c3ccccc3oc2c1)OCc1ccccc1,-10,-3,2,0.1,-5,2,23,-7,103,1.4
O=C(CCS(=O)(=O)c1ccccc1)NC1CCCC1,-6,/,0,0.1,15,7,8,-2,100,-0.1
O=C(CNC(=O)C1CCCCC1)NC1CCCCC1,1,-20,-2,0.1,10,-3,1,2,98,-0.5
COc1cc(NC(=O)C2CC(c3ccccc3O)=NO2)c(OC)cc1Cl (stereo not drawn),-6,-1,1,-0.2,-5,4,0,-2,95,-1.2
Cc1ccc([C@H]2N[C@]3(CCCN(Cc4cccn4C)C3=O)[C@H]3C(=O)N(Cc4ccccc4)C(=O)[C@@H]23)cc1,1,-10,2,-0.2,8,-5,0,14,106,-0.3
COc1ccc(Nc2oc(-c3ccccc3F)nc2C#N)cc1,-7,18,1,-0.1,1,2,7,-6,98,2.2
Cc1cc(C)c(S(=O)(=O)N2CCN(C(=O)c3c(C)nn(-c4ccccc4)c3Cl)CC2)c(C)c1,5,-5,-3,0.6,-6,4,16,-9,98,0.5
O=Nc1nc2ncccn2c1-c1ccccc1,6,-6,-3,-0.3,-16,-4,-6,6,93,-1.9
CCNc1nc(CSc2ccccc2)nc2sc(C)c(C)c12,-4,-6,-4,0.5,3,-3,-2,-13,100,0.4
CCCS(=O)(=O)N1CCC(C(=O)N2CCC(Cc3ccccc3)CC2)CC1,-4,/,-2,-0.1,-7,-4,15,10,108,2.0
Cc1cc(=O)[nH]c(-c2ccc(C(F)(F)F)cc2)n1,-1,-3,-1,0.0,-9,-2,1,6,101,1.1
Cc1ccc(Cc2c(-c3ccc(Cl)cc3)nc3ccc(Cl)cn23)cc1,-3,-11,-4,-0.1,3,-5,-14,-15,99,-1.5
COc1ccc(C(C)=O)cc1COc1cccnc1[N+](=O)[O-],-26,-2,23,0.0,-3,-6,-2,0,92,-1.3
COc1ccc(Cl)cc1NC(=S)Nc1ccccc1F,4,2,1,-0.2,2,7,14,-14,98,-2.4
CCOC(=O)Cc1c(C)nc2c(-c3ccc(OC)cc3)c(C)nn2c1C,-24,-4,-2,0.0,-3,-3,-4,11,89,-0.9
Brc1ccc(-c2cnc(-c3cccs3)o2)cc1,-3,-5,2,-0.1,-1,2,5,-7,92,-0.3
COc1cc(NC(=O)Nc2nnc([C@@H]3C[C@H](O)[C@@H](CO)O3)s2)cc(OC)c1OC,-1,-5,2,-0.1,18,-1,3,1,95,-1.6
CC(C(=O)Nc1ccccc1-c1ccccc1)N1CCN(C(=O)c2ccccc2)CC1 (stereo not drawn),-1,-6,-1,0.1,5,-4,9,9,97,0.7
CCCCc1ccc(NC(=S)N2CCC(O)CC2)cc1,-4,-5,0,1.5,-2,3,11,-6,100,-0.9
Cc1cccc(C)c1N(CC(=O)NC1CCCCC1)C(=O)c1csnn1,28,-7,-2,-0.1,-13,-1,9,-4,103,-0.5
O=C(Nc1ccc(F)cc1)c1ccccc1S(=O)(=O)c1ccccc1[N+](=O)[O-],-6,/,-1,0.4,0,-1,-3,2,98,-1.0
Cc1ccc(S(=O)(=O)NN=C2C3CC4CC(C3)CC2C4)cc1,-10,-2,0,0.1,0,5,7,2,99,-1.6
O=C(COc1cccc2cccnc12)Nc1cccc(S(=O)(=O)N2CCCC2)c1,-3,-16,1,0.0,0,-7,4,-2,85,-3.8
Cn1nccc1C(=O)N1CCCC(C(=O)c2ccc(C(F)(F)F)cc2)C1 (stereo not drawn),24,-14,3,0.2,-9,2,-4,-2,99,0.9
Cc1cc(NS(=O)(=O)c2c(C)[nH]c(=O)[nH]c2=O)ccc1Br,-2,-20,4,-0.1,4,1,-2,1,83,-1.1
O=c1[nH]c(CCC2CCCC2)nc2ccccc12,6,-3,4,0.2,0,1,5,33,88,-1.0
Cc1ccc(C(=O)N(Cc2nnc(-c3ccc(Cl)cc3)o2)C2CC2)o1,-23,-4,-3,0.2,17,-2,6,-7,98,0.2
Cc1nc2nc(Cc3ccccc3)[nH]n2c(=O)c1Cc1ccccc1,11,-7,2,0.1,-12,1,9,18,90,-1.4
Cc1ccc(-c2cnc(C(O)c3cc(C)cc(C)c3)[nH]2)cc1 (stereo not drawn),-6,-9,1,-0.4,-6,-3,7,-2,94,-0.6
C=C(C)C(=O)N1CCN(C(=O)C(=C)C)c2ccccc21,10,-5,2,-0.1,-4,2,3,7,102,0.1
O=C(O)CCC(=O)N1CCN(c2cccc(Cl)c2)CC1,8,-4,3,0.1,11,14,3,6,84,-0.4
CC(C)CN(CC(C)C)c1ccc(/C=N/n2cnnc2)cc1[N+](=O)[O-],12,-4,8,0.1,-16,2,8,0,94,2.2
COc1ccc2nc(N3C(=O)CC(C(C)c4ccccc4)C3=O)sc2c1 (stereo not drawn),3,-7,1,0.1,-7,-3,7,4,96,-0.1
CCOc1ccc(CC(C(=O)NN)C(=O)NN)cc1CN(C)C,2,/,-5,-0.1,1,4,8,2,101,1.5
C=CCn1c(SC(C)C(=O)Nc2ccc(Cl)cn2)nnc1C1CC1 (stereo not drawn),/,-7,1,1.8,-2,0,2,1,96,4.8
Cc1ccc2nc(SC(C(=O)Nc3ccc(F)cc3)c3ccccc3)[nH]c2c1 (stereo not drawn),-18,-5,0,0.7,6,-5,6,-10,?,7.4
O=C(c1ccc(Br)o1)N1CCCc2ccccc21,0,0,1,0.2,0,3,0,-3,90,0.4
COc1ccc([C@H]2C[C@@H](n3cc(C4CC4)nn3)[C@H](O)CN2Cc2cccs2)cc1,-1,-4,0,0.2,0,1,12,4,97,-1.9
CCOc1ccc(CCNC(=O)C(O)c2ccccc2)cc1 (stereo not drawn),10,/,0,0.1,-8,0,5,1,91,-0.8
COc1ccc(C(=O)NNC(=O)c2ccc(S(=O)(=O)N3CC(C)OC(C)C3)cc2)cc1 (stereo not drawn),-3,-4,1,0.2,2,2,7,2,97,-0.3
CC(=O)Nc1ccc(S(=O)(=O)Nc2ccc3c(c2)OCCO3)cc1Cl,-16,-20,-3,0.6,7,0,0,-15,95,0.4
CNc1oc(-c2ccccc2F)nc1S(=O)(=O)c1ccc(C)cc1,-5,/,-2,-0.3,8,10,3,-3,104,1.0
COc1cc(CC(=O)Nc2cccc(C(F)(F)F)c2)cc(OC)c1OC,-12,-3,2,1.2,5,-1,10,-7,97,-2.0
COc1ccc(Cl)cc1C(=O)NCc1ccc2c(c1)OCO2,9,-5,1,-0.1,-17,-3,-5,-3,103,1.0
# Further records:
SMILES,Vif imaging,CaV13 ICDI inh,Glyco luc inh,aDG glyco act,PDI turbidity,HTR2A ag,MC4R antag cAMP,Cardio protect,ABCB6 inh 2,MC4R barr agon
O=C(O)CCNC(=O)c1ccc(NC(=O)Cc2ccc(Cl)cc2)cc1,-3,-5,0,-0.3,2,6,14,5,94,0.3
CCOc1ccc(CCNC(=O)COC(=O)Cc2c[nH]c3ccccc23)cc1OCC,1,-4,2,-0.1,7,4,18,-4,100,-2.8
CCNC(=S)N1CCN(CCN=CC2=C(O)CC(c3ccco3)CC2=O)CC1 (stereo not drawn),/,-6,2,0.0,-10,0,-1,1,97,-0.5
COc1cc(NS(=O)(=O)c2ccc(NC(=O)c3ccc(Cl)cc3Cl)cc2)ncn1,-9,-6,3,-0.2,5,0,3,1,98,-3.0
CC(=O)C1=C(C)N(Cc2ccccc2)C(=O)N[C@@H]1c1cccc(C(F)(F)F)c1,-6,-11,-2,0.0,-3,-10,0,-10,86,-0.5
